AmpC inh no detg – AmpC beta-lactamase inhibition without detergent | AmpC nitrocefin hydrolysis, absorbance 480 nm, 0.0001% Triton | AID 485341 | actives 0.52% (n = 330,000) | P00811 | Potency, µM (series often up to 57.1 µM), without a hit: at the highest dose activity change, negative = inhibition, actives largely listed as inhibitors;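 note: potency is the fitted concentration of half-maximal effect; plate controls were no compound for no effect and no enzyme for full effect; nearly all actives have a fitted effect of over 20% in size; some results filed as inactive show a strong effect at the top dose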
Target sequence (P00811 whole entry, looked up): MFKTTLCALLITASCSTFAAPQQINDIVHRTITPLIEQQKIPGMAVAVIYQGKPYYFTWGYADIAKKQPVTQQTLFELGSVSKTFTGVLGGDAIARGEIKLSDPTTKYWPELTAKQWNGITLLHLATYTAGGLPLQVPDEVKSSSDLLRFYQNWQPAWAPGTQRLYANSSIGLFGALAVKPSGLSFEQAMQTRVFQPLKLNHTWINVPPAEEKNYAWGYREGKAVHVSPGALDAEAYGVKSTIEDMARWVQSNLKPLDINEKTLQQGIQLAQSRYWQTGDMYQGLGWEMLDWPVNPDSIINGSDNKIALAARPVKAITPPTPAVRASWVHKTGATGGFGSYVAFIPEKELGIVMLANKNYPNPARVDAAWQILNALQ
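AmpC (5.3 nM in the dispensed reagent) in 20 mM phosphate pH 7.0 with 0.01% (detergent screen) or 0.0001% Triton X-100 was preincubated with compounds for 15 min at room temperature. Nitrocefin was then added from an 800 uM solution, and hydrolysis was followed at 480 nm.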
HCMV antiviral – blocks human cytomegalovirus replication; HFF cells, HCMV-luciferase reporter, 72 h; stronger effect = lower value; activity change, negative = inhibition, % at 57.5 µM; actives 4.5% (n = 410,000); AID 1259415; in the data active = activity change below about -60%; inconclusive = no clear call, values can overlap the other calls; inactive = above about -39%; note: % is set by controls: 0 for no effect and ±100 for the full control effect
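Two-dose cell screen: HFF monolayers treated with compounds and infected with luciferase-expressing HCMV at 1 PFU/cell, 72 h at 37C, then lysed for luciferase measurement.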
Giardia FBPA inh – Giardia lamblia aldolase inhibition; purified Giardia FBPA; actives 0.71% (n = 290,000); Potency, µM (doses to about 59.6 µM), inactives show top-dose activity, negative = inhibition, usual class: inhibitors; note: potency is the fitted concentration of half-maximal effect; % is set by controls: 0 for no effect and ±100 for the full control effect; nearly all actives have a fitted effect of over 55% in size
Target sequence (A8B2U2 whole entry, looked up): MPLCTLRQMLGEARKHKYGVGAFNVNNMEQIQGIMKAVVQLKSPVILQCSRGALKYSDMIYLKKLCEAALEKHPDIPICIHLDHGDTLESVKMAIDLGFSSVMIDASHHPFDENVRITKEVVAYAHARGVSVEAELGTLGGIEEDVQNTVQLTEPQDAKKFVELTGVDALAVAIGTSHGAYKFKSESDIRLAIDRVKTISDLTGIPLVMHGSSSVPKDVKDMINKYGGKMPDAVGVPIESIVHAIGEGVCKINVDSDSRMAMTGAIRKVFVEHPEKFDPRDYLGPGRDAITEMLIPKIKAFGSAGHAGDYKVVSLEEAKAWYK
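Giardia FBPA (40 nM reagent) was preincubated 10 min at RT with compound (up to 57.5 uM final), then substrate plus GAPDH/TPI/NAD/arsenate coupling system with diaphorase/resazurin was added; resorufin fluorescence (525/598 nm) was read after 20 min.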
Cycloheximide cs – counter-screen for Shiga toxin inhibitors: cycloheximide protein synthesis inhibition; actives 12% (n = 300,000); max response, %; AID 2314; cell reporter, cycloheximide protein synthesis inhibition counterscreen; in the data active = max response mostly above about 13%, no sharp cut-off; inactive = mostly below about 14%; note: read at 38.3 µM for the half of the compounds with a filed dose; 0% is about no effect
Shiga inhibitor – inhibitors of Shiga toxin in Vero cells; Vero cells, Shiga toxin protein synthesis inhibition reporter; inhibition, % at 38.7 µM; actives 9.2% (n = 290,000); AID 2315; in the data active = inhibition mostly above about 28%, no sharp cut-off; inactive = mostly below about 43%; note: 0% is about no effect
AMA1 RON2 block – inhibitors of Plasmodium falciparum AMA1-RON2 interaction | actives 0.2% (n = 360,000) | AID 720542 | AlphaScreen AMA1-biotinylated RON2 peptide binding | Potency, µM (series often up to 58.2 µM), without a hit: at the top dose activity change, negative = inhibition, most hits filed as inhibitors;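 note: potency is the fitted concentration of half-maximal effect; 0% = vehicle wells and -100% = peptide control; nearly all actives have a fitted effect of over 45% in size; some results filed as inactive show a strong effect at the top dose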
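AMA1 (3D7) with his tag at 25 nM final met compounds first, then biotinylated RON2 peptide at 25 nM; detection used donor plus acceptor beads, 10 µg/mL apiece, read by AlphaScreen after 30 min at room temperature.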
AmpC inh detg – AmpC beta-lactamase inhibition with detergent present | AmpC hydrolysis of nitrocefin, absorbance 480 nm, 0.01% Triton | Potency, µM (doses to about 114 µM), for inactives: at the highest dose activity change, negative = inhibition, hits mostly inhibitors | actives 0.041% (n = 370,000) | AID 485294;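 note: potency is the fitted concentration of half-maximal effect; 0% = no-compound wells and -100% = no-enzyme wells; nearly all actives have a fitted effect of over 25% in size; some results filed as inactive show a strong effect at the top dose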
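20 mM phosphate pH 7.0 + 0.01% (detergent screen) or 0.0001% Triton X-100; 5.3 nM AmpC reagent; cpd preinc 15 min RT; nitrocefin (800 uM stock) to start; A480 q20 s × 4 min; Activity was normalised to no-enzyme and no-compound control wells.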
Active calls of the source: *; ? = inconclusive; . = no result given; & = joins results of further samples; [ ] = dose if it differs, or a comment. Unless noted, calls come from the whole dose curve; as a rule, active = well fitted curve in the direction sought with a large enough effect; inconclusive = small, poorly fitted or top-dose-only effect, or another doubt; inactive = no such curve, though single readings can be large; an effect the other way counts as inactive or inconclusive.

SMILES | AmpC inh no detg | HCMV antiviral | Giardia FBPA inh | Cycloheximide cs | Shiga inhibitor | AMA1 RON2 block | AmpC inh detg
N#CC1(NC(=O)COC(=O)C23CC4CC(CC(O)(C4)C2)C3)CCCCC1 | -6.2% | -18.4 | . | -3.1 | -7.8 | 16.1% | 0.3%
COc1ccc(CCNC(=O)CSc2nnc3ccc(-c4ccccn4)nn23)cc1OC | -13.7% | -9.9 | . | . | . | 3.8% | ?
O=C1CCC(=O)N1CCc1c[nH]c2ccccc12 | -9.5% | 4.3 | 1.6% | -3.6 | -4.9 | 5.4% | -2.5%
O=C1CC(Cc2ccc(Cl)cc2)C(=O)N1c1cc(Cl)ccn1 (stereo not given) | 6.0% | 1.9 | -0.7% | -1.9 | -16.7 | 11.3% | -14.5%
CC(=O)Nc1ccc(C(=O)OCc2ccccc2Br)cc1 | 19.1% | -10.2 | 17.1% | 27.1* | 58.5* | 15.4% | -10.3%
CC(C)c1ccc(N(CC(=O)O)S(=O)(=O)c2cccnc2)cc1 | -23.7% | -12.3 | 13.1% | -3.3 | -22.9 | 12.2% | -19.1%
Cc1ccc2c(O)c(C)c(=O)[nH]c2n1 | 6.8% | 5.5 | -7.4% | -2.8 | -8.2 | -9.7% | -2.0%
Cc1cccc(-n2c(CNC(=O)c3ccc(S(=O)(=O)N4CCCCC4)cc3)n[nH]c2=S)c1 | -21.3% | 0.8 | 8.2% | -2.2 | -1.5 | 68.4%[activator] | -8.8%
Cc1ccc(S(=O)(=O)N2CCCOC2CNC(=O)C(=O)NCCc2c[nH]c3ccccc23)cc1 (stereo not given) | -35.9% | -63.6* | 2.4% | 73.1* | 96.1* | -3.3% | ?
CCOc1ccc(N(CC(=O)NC2CC2)S(=O)(=O)c2ccc(C)cc2)cc1 | -16.5% | 20.1 | -10.3% | -1.0 | -5.3 | 1.4% | 1.5%
CC(C)c1ccc(/C=C/C(=O)NCCCc2ccccc2)cc1 | -20.7% | -39.6 | -1.5% | 6.9 | 22.1 | -6.3% | -9.3%
O=C(/C=C/c1ccc(Cl)cc1Cl)c1nc2ccccc2[nH]1 | -11.6% | -9.3 | 6.9% | -3.5 | 30.5 | 1.2% | 1.6%
COc1ccc2cc(S(=O)(=O)n3cnc(C)c3)ccc2c1 | -0.9% | -13.6 | -3.5% | 5.8 | -6.0 | -11.5% | -10.1%
COCCN(C(=O)CNC(=O)c1cccs1)C(C(=O)NC(C)(C)C)c1ccccc1 (stereo not given) | -9.8% | -23.4 | 6.9% | -4.7 | -6.8 | -7.5% | 2.8%
Cc1cc(C)cc(C(=O)NC(CC(N)=O)c2ccc(NC3CCCC3)c([N+](=O)[O-])c2)c1 (stereo not given) | -33.0% | 11.0 | 17.5% | -1.9 | -9.8 | -6.5% | -18.9%
CN(C)c1ccc(-c2noc(C3CCN(C(=O)Nc4ccc(Cl)cc4)CC3)n2)cc1 | -18.5% | 18.3 | -5.2% | 15.8* | 51.6* | -16.7% | -4.3%
COc1ccc(CNC(=O)COC(=O)CC(NC(N)=O)c2ccc(Cl)cc2)cc1OC (stereo not given) | -6.4% | -2.3 | . | . | . | 18.1% | 6.6%
O=C(Nc1ccccc1)Nc1ccccn1 | -19.4%&-17.2% | 13.7 | 1.7%&1.4% | 32.6* | 59.8* | -3.2% | ?
O=C(CN1C(=O)/C(=C\C=C\c2ccccc2)SC1=S)Nc1ccc(F)cc1 | -7.9% | -30.4 | -1.0% | 3.5 | -4.5 | 2.2% | ?
Cc1ccccc1C(=O)NNC(=O)CCC(=O)Nc1cccc(Cl)c1C | -2.6% | -7.3 | -1.0% | 14.9 | -8.1 | 45.8%[activator] | ?
COC(=O)c1ccc(NC(=O)CN(c2ccc(C)cc2)S(=O)(=O)c2c(C)nn(C)c2C)cc1 | 38.1% | ? | 0.5% | -3.1 | 7.7 | -4.1% | ?
Cc1ccc(-n2nnc3ccccc3c2=O)cc1C | -57.7% | 22.5 | -3.4% | 49.7* | 99.6* | -5.6% | ?
C=Cc1ccc(S(=O)(=O)O)cc1 | . | . | 5.7% | -4.7 | 2.3 | . | .
Nc1ccc2nc3c(=O)[nH]c(=S)[nH]c3nc2c1 | -53.8% | -19.7 | 3.54µM* | 5.9 | 29.4 | 1.41µM* | 50.1µM*
O=C(COC(=O)c1ccc([N+](=O)[O-])cc1)NCCC1=CCCCC1 | -15.5% | 11.5 | . | . | . | 8.8% | .

Going on with the list:
SMILES | AmpC inh no detg | HCMV antiviral | Giardia FBPA inh | Cycloheximide cs | Shiga inhibitor | AMA1 RON2 block | AmpC inh detg
C[C@]12c3[nH]c4ccc(Cl)cc4c3CCN1C(=O)[C@@H](CC(=O)NCCc1ccccn1)C[C@@H]2C(=O)N1CCOCC1 | 220.1%[activator] | 0.5 | . | . | . | 13.2% | .
COc1cccc(NC(=O)C(OC(=O)c2ccccc2NS(=O)(=O)c2cccs2)c2ccccc2)c1 (stereo not given) | -29.0% | 38.8 | ? | -0.4 | 4.2 | -9.4% | -0.1%
CSc1ccc(C2C(C#N)=C(N)Oc3cc4c(cc32)OCO4)cc1 (stereo not given) | . | 3.6 | -13.5% | -2.4 | 68.2 | 22.8% | ?
CC1CN(c2ccc(NC(=S)Nc3ccc(N4CC(C)OC(C)C4)cc3)cc2)CC(C)O1 (stereo not given) | 104.3%[activator] | ? | -14.2% | 4.5 | -6.3 | 1.1% | 8.4%
CCOc1cccc(CNCCCSc2ncccn2)c1 | 174.8%[activator] | -1.8 | ? | -2.2 | 2.1 | 3.0% | ?
COC(=O)C1=NN(C(=O)c2ccccc2)C(C)(O)C1 (stereo not given) | -30.6% | -3.8 | -1.2% | 0.7 | 12.7 | 13.1% | 2.4%
O=C(CCc1nnc(Cc2ccc(-c3ccccc3)cc2)o1)NCCc1cccnc1 | 182.9%[activator] | ? | 1.3% | -1.0 | -5.0 | -4.9% | 9.6%
N=c1c2c(-c3ccccc3)c(-c3ccccc3)n(Cc3ccccc3)c2ncn1CCCO | 156.9%[activator] | -27.2 | -1.5% | -6.3 | -13.5 | 20.5% | -0.7%
CC(=O)c1cccc(NC(=O)CSc2nc(=O)n(CCN3CCOCC3)c3c2CCC3)c1 | ? | -31.9 | . | . | . | -2.0% | -0.4%
COCC1CCCN(C(=O)c2ccc3oc(Cc4ccc(Cl)cc4)nc3c2)C1 (stereo not given) | 166.4%[activator] | -0.5 | . | 20.6 | 17.8 | 5.2% | -4.3%
O=C(CSc1nnc(-c2ccc(F)cc2)o1)N1CCCCC1 | -9.2% | 59.9 | 6.1% | 26.8* | 67.4* | -0.3% | ?
CC1/C(=N/O)C(CN(C)C)C2CC1C2(C)C (stereo not given) | -9.8% | 40.8 | -4.4% | -4.1 | -6.5 | -13.3% | 4.8%
CC(O)[C@@]1(O)CC[C@H]2[C@@H]3CC[C@H]4C[C@@H](O)CC[C@]4(C)C3=CC[C@@]21C (stereo not given in full) | 148.4%[activator] | -13.9 | . | . | . | 1.5% | -4.3%
CC(C)(C)OC(=O)NC(Cc1ccccc1)C(=O)N1CCC(C(=O)NCC(=O)Nc2ccc(F)cc2)CC1 (stereo not given) | 141.4%[activator] | -5.1 | . | 20.6 | 15.8 | 11.5% | 0.5%
O=C(O)Cn1cc(/C=C2\C(=O)NC(=O)N(c3ccc(Br)cc3)C2=O)c2ccccc21 | -33.8% | 78.5 | 5.6% | 1.1 | -5.6 | -3.6% | 2.5%
CC(N=Cc1nc(-c2ccccc2)oc1O)c1ccccc1 (stereo not given) | -13.9% | -8.1 | -0.1% | 35.7* | 54.4* | -24.2% | 2.6%
C=CCn1c(C2CC(=O)N(c3ccc(C)cc3)C2)nc2ccccc21 (stereo not given) | 8.3% | 1.6 | 5.8% | -5.2 | -12.5 | 13.7% | -8.0%
CC(C)OC(=O)/C(=C\c1cccnc1)NC(=O)c1ccccc1 | 1.6% | -33.6 | 0.6% | -3.1 | -11.2 | -11.1% | 6.7%
O=C(NCCCN1CCCCC1)C1CCC(=O)N1CCc1ccccc1 (stereo not given) | -9.7% | -24.0 | -1.1% | -2.4 | -5.7 | 43.8%[activator] | 0.8%
Cc1cc(/C=C\c2ccccc2)nc2ccccc12 | -23.2% | 100.8 | -15.2% | 30.3* | 119.5* | -0.1% | 0.1%
Cc1ccc(NC(=O)C(=O)NCc2ccc(/C=C(/C#N)C(=O)NCc3cccnc3)o2)cc1 | -9.5% | -6.8 | -5.3% | -4.6 | 21.0 | 2.4% | 9.0%
Cc1cn(CCC(=O)Nc2ccccc2N2CCOCC2)c2ccccc12 | 43.3% | 121.3 | -3.2% | 50.2* | 74.9* | -24.8% | 7.7%
CC(Oc1ccccc1Cl)C(=O)/C=C/N(C)C (stereo not given) | -27.7% | 11.8 | -2.3% | -1.8 | 11.9 | 10.2% | -11.9%
Cc1cc(NC(=O)CC#N)n(-c2ccccc2)n1 | -13.5%[2.29 µM] | -10.5 | -1.1% | -3.1 | -10.1 | 12.7% | -5.6%
CCCCNC(=O)c1nc2ncc(Br)cn2n1 | 13.1% | -27.8 | -0.6% | 3.3 | 20.3 | -1.8% | -11.9%

Next part:
SMILES | AmpC inh no detg | HCMV antiviral | Giardia FBPA inh | Cycloheximide cs | Shiga inhibitor | AMA1 RON2 block | AmpC inh detg
CCOC(=O)Cc1cnc(NC(=O)CSc2nc(C)cc(C)n2)s1 | -17.3% | 1.4 | 5.1% | 2.3 | -7.9 | -4.6% | 2.7%
O=C(CN1CCCc2ccccc21)N1CCc2ccccc21 | -27.5% | 4.4 | -1.5% | 27.7* | 48.3* | 6.9% | -5.7%
Cc1nc(CCNC(=O)CC2C(=O)NCCN2Cc2ccccc2F)sc1C (stereo not given) | 45.4% | -22.2 | -14.1% | -3.1 | 12.5 | -7.9% | -6.9%
CCCNC(=O)C1(CC2CC(c3ccccc3)=NO2)CCN(C(=O)c2ccccc2)CC1 (stereo not given) | 21.3% | 20.2 | . | . | . | 1.2% | -5.7%
Cn1c(=O)c2c(nc(NCc3ccc4c(c3)OCO4)n2C)n(C)c1=O | -26.7% | -2.2 | -5.6% | -1.6 | -8.7 | -2.2% | -1.7%
CCOC(=O)c1c(C)[nH]c(C)c1C(=O)CSc1nc2ccccc2n1CCOC | -22.2% | -2.2 | 3.3% | 0.8 | -19.5 | -5.2% | -9.4%

Fetched by compound from the entries so far, 2 records:
SMILES | AmpC inh no detg | HCMV antiviral | Giardia FBPA inh | Cycloheximide cs | Shiga inhibitor | AMA1 RON2 block | AmpC inh detg
CCCNC(=O)C1(CC2CC(c3ccccc3)=NO2)CCN(C(=O)c2ccccc2)CC1 (stereo not given) | 21.3% | 20.2 | . | . | . | 1.2% | -5.7%
CCOC(=O)c1c(C)[nH]c(C)c1C(=O)CSc1nc2ccccc2n1CCOC | -22.2% | -2.2 | 3.3% | 0.8 | -19.5 | -5.2% | -9.4%

High-throughput results (PubChem BioAssay)
